Screens as filed in PubChem BioAssay.
CHOP inh: CHOP inhibition in unfolded protein response; CHO-K1 CHOP-promoter luciferase, tunicamycin-induced, 15-18 h; inhibition, % at 10 µM; 220,000 compounds, 3.8% hits; AID 2732;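 active = compounds that reduced the stress-induced luciferase reporter signal by more than about 70% of percent inhibition, limit read from the data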;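 also: 0% = tunicamycin plus vehicle and 100% = wells without tunicamycin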
TNF death inh: inhibitors of TNF-alpha induced necroptosis in Jurkat FADD-/- cells; Jurkat FADD-/- TNF necroptosis rescue, ATP luminescence, 24 h; 0 = TNF only, 100 = no-TNF cells; activation (protection from cell death), % at 10 µM; 220,000 compounds, 0.068% hits; AID 463075;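 active = activation, meaning protection from cell death, of at least 50% relative to plate controls; inactive = activation below 50%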;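 also: necroptosis triggered by 40 ng/mL TNF-alpha added together with compound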
FXIa inh: inhibitors of human coagulation factor XIa; P03951; purified FXIa, Boc-Glu-Ala-Arg-AMC fluorogenic substrate; inhibition, % at 5 µM; 220,000 compounds, 0.14% hits; AID 798;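 active = inhibition of at least 40%; inactive = inhibition below 40%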;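 also: fluorescence of freed AMC excited at 355 nm; 0% = enzyme without compound and 100% = no enzyme blank; many of its hits are not listed in these tables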
TbHK1 inh: blocks Trypanosoma brucei hexokinase 1 activity | recombinant TbHK1, G6PDH-coupled NADH A340 | inhibition, % at 10 µM | 220,000 compounds, 0.11% hits | AID 1430;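 active = inhibition of 50% or more in the single-dose primary screen; inactive = inhibition below 50%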
EP2 antag: inhibitors of human EP2 prostaglandin E2 receptor; P43116; C6 glioma cells expressing human EP2, cAMP TR-FRET; cells stimulated with saturating PGE2; inhibition, % at 25 µM; 260,000 compounds, 0.52% hits;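 active = percent inhibition above 40 after rounding to a whole number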;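 also: rat C6 glioma host cells with rolipram phosphodiesterase inhibitor present; the protocol text gives 20 µM as final concentration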
Target sequence (P43116 whole entry, looked up): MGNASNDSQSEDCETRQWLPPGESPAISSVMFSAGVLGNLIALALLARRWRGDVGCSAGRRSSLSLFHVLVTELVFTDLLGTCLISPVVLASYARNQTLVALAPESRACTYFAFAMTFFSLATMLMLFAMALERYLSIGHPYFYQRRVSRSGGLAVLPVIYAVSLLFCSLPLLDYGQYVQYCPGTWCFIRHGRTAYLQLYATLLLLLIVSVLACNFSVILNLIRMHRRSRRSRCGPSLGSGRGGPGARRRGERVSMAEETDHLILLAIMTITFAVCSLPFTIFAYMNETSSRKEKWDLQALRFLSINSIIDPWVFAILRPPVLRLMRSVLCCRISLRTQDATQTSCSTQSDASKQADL
zVAD death inh: blocks zVAD induced death of L929 cells. L929 zVAD necroptosis rescue, ATP luminescence, 24 h; with zVAD 60 µM. viability rescue, % at 10 µM. AID 1377. 220,000 compounds, 0.38% hits;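 active = activation, scaled between plate controls, above about 75%, limit read from the data; inactive = activation under that limit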;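 also: 0% = zVAD with DMSO and 100% = DMSO alone without zVAD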
PPC-1+TRAIL kill: kills PPC-1 cancer cells in the presence of TRAIL | 220,000 compounds, 0.41% hits | PPC-1 cells + TRAIL, ATPLite viability luminescence | cell killing (% activity), % at 4 µM | AID 1443;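 active = cell killing above 50% in the first pass at 4 µM, then a duplicate retest at 5 µM averaging 50% or more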;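 also: plate controls were cells with TRAIL plus DMSO for no effect and medium-only wells lacking cells for full effect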
Wee1 stabilizer: blocks degradation of human Wee1 kinase | HeLa Luc-Wee1K328M stability, luciferase luminescence; 100% = proteasome inhibitor MG132 effect | P30291 | 220,000 compounds, 1.2% hits | AID 1321 | reporter increase, % at 5 µM;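 active = activation above the mean of all tested compounds plus 3 SD, set per screening run, cut at about 8.8% in these data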;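 also: cells exposed to compound for 20 h before luminescence read; 0% = DMSO alone and 100% = MG132 at 30 µM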
Target sequence (P30291 whole entry K328M): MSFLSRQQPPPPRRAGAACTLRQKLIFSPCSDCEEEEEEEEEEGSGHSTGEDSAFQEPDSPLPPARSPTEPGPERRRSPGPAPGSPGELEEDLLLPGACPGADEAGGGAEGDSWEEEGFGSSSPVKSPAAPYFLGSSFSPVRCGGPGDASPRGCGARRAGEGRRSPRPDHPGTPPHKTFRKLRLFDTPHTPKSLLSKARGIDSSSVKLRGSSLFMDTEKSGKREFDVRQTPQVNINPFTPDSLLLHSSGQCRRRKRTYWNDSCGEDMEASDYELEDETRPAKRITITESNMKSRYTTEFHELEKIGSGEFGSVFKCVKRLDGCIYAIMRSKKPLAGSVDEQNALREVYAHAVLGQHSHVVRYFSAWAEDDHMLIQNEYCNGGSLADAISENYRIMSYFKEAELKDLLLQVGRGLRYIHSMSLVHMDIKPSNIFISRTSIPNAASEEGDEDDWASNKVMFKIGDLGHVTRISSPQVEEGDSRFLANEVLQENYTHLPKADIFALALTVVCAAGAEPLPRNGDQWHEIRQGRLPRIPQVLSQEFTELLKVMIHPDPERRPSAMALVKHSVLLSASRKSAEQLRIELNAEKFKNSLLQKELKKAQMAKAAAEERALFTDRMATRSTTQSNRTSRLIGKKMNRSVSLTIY
FXIIa inh 1536: inhibitors of human coagulation factor XIIa. purified FXIIa, Boc-QGR-AMC fluorogenic substrate, 2 h. inhibition, % at 5 µM. 220,000 compounds, 0.3% hits. AID 800; in the data active = inhibition above about 40%;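 also: 0% = enzyme with no compound and 100% = blank without enzyme; many of its hits are not listed in these tables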
Numbers without * were called inactive; x = no result given; & = joins results of further samples. These rows are one share of the data; count on the stated rates, not on these rows.

SMILES	CHOP inh	TNF death inh	FXIa inh	TbHK1 inh	EP2 antag	zVAD death inh	PPC-1+TRAIL kill	Wee1 stabilizer	FXIIa inh 1536
CS(=O)(=O)N1CCC(C(=O)Nc2ccccc2F)CC1	16	-0.2	8	-12	1	0.1	15	-1	16
NC(=O)NC(=O)c1nccnc1C(=O)O	18	4.5	-10	-9	15	1.1	-24	-1	3
c1coc(CN2CNc3nc4ccccc4n3C2)c1	-7	1.5	-4	1	8	-0.4	6	0	-2
O=C(CSc1nnc(C2COc3ccccc3O2)o1)N1CCCC1 (stereo unspecified)	11	-0.2	-4	-2	6	-0.6	-18	4	5
COc1ccc2c(c1O)C(=O)c1ccccc1C2=O	-15	-1.1	-2	6	x	0.6	10	1	8
Brc1c(C[n+]2ccccc2)nc2ccccn12	-10	-0.3	25	-8	0	0.0	7	5	53*
CC1(/[N+]([O-])=C\c2ccccc2F)CCCCC1=O (stereo unspecified)	5	0.4	-5	-10	4	0.5	10	-2	1
Nc1nnc(SC2CC(=O)N(c3ccccc3)C2=O)s1 (stereo unspecified)	4	-0.5	0	-8	25	0.1	6	-2	8
CCOCCCNC(=O)/C(C#N)=C/c1ccc(-c2ccc(S(=O)(=O)N3CCOCC3)cc2)o1	-7	3.6	6	-42	2	0.3	31	-2	6
CCN1C(=O)/C(=C/c2nc3ccccc3c(=O)[nH]2)c2ccccc21	-59	-1.5	7	-9	7	4.1	4	-1	5
CCCC1(c2ccccc2)NC(=O)N(CCN2C(=O)c3ccccc3C2=O)C1=O (stereo unspecified)	-20	-0.7	6	0	13	0.0	11	-2	18
CC1CCCCC12NC(=O)N(CC(=O)Nc1ccc(S(=O)(=O)N3CCOCC3)cc1)C2=O (stereo unspecified)	-10	2.7	5	-4	14	0.8	30	3	7
O=C(CC1C(=O)NCCN1C/C=C/c1ccccc1)NCCCC1CCCC1 (stereo unspecified)	14	-0.2	-6	0	7	-0.8	-8	2	4
O=C(CCc1nnc(CCC2CCCCC2)o1)NCCc1ccccn1	23	-0.2	3	-5	4	-0.3	-18	-1	12
CCOc1cc2[nH]c(=O)n(CCCCCC(=O)NCc3ccco3)c(=O)c2cc1OCC	10	-0.2	5	0	1	1.0	12	-3	5
CN=C1S/C(=C\c2ccc(N3CCOCC3)c(F)c2)C(=O)N1C	17	-6.5	-5	-28	6	2.4	19	2	2
O=C(c1ccc(Cl)cc1)c1cn[nH]c1-c1ccccc1O	40	-0.9	-2	-3	7	-1.1	-4	-2	9
CCOC(=O)/C(=C/c1c(C)n(C)c2ccc([N+](=O)[O-])cc12)C(C)=O	6	0.7	6	-17	10	1.1	-50	-1	17
CC(C)[C@H](NC(=O)c1ccc(F)cc1)C(=O)NC1=NCCS1	6	0.5	-2	0	6	0.8	11	0	10
CC1CCN(CC(=O)NCc2ccco2)CC1	-4	0.7	-3	-3	5	0.5	-9	7	2
CC(C)(C)NC(=O)Cn1nnc(-c2ccc(S(C)(=O)=O)cc2)n1	4	0.8	15	3	5	-0.2	0	-2	19
Cc1ccc(O)c(NC(=S)NC(=O)COc2ccc(Br)cc2)c1	74*	-1.3	30	2	12	0.2	26	0	24
O=C(Nc1nc2ccccc2[nH]1)c1cccs1	3	8.0	0	-22	3	9.2	47	12*	-5
O=C(COC(=O)COc1ccc(Nc2ccccc2)cc1)NCc1ccco1	-27	0.1	-5	-10	10	1.7	-4	-3	6
CCOc1ccc(N(CC(=O)NC2CCCCC2)C(=O)CSc2nnc(COc3ccccc3)o2)cc1	58	-0.4	-5	2	9	-0.2	14	6	5
COc1ccc(Cn2nnnc2C(CC(C)C)N2CCN(c3ccccc3)CC2)cc1 (stereo unspecified)	-15	0.3	4	3	4	0.0	9	2	18
COC(=O)C1=C(C(=O)OC)[C@@H]2N(Cc3ccccc3)c3ccccc3[C@@]23C[C@@H](C(=O)OC)N(C(=O)COCc2ccccc2)C3=N1	48	-2.8	1	-8	12	-0.4	-20	x	7
CC(Cc1cccs1)NC(=S)Nc1ccc(Cl)cc1 (stereo unspecified)	24	0.0	9	6	7	0.8	33	-1	15
O=c1cc(-c2ccc(Br)cc2)[nH][nH]1	20	-0.9	-2	-2	6	2.0	27	-1	3
COc1ccc([C@@H]2C[C@@H](c3ccccc3)Oc3cc(OC)c(OC)c(OC)c32)cc1	18	-1.2	2	-20	19	-0.4	-18	x	10
CSc1nc(-c2ccccc2)nc(NC(=O)C(C)C)c1C(C)=O	-10	1.8	0	-2	3	0.3	9	-2	-4
Cc1ccc(NS(=O)(=O)c2ccc(N/N=C/c3ccncc3)c([N+](=O)[O-])c2)c(C)c1	64	0.2	0	-27	8	-0.3	14	-4	5
O=C(N/C(=C\c1cccnc1)C(=O)N1CCOCC1)c1cccc(Br)c1	-26	-1.2	-4	-2	6	1.6	22	-3	-5
Cc1ccc2c(c1)C(=O)C(=O)N2CCCOc1ccccc1	0	-0.5	1	7	8	1.5	x	0	11
CCC(C)(C)NC(=O)c1ccccc1Oc1ccccc1	15	-1.2	2	3	12	-0.4	16	1	6
COc1ccc(OC)c(C(=O)c2nc3c(n2O)CCCCC3)c1	-3	-1.4	6	-31	10	0.1	-3	-2	15
O=Cc1ccccc1-n1cncn1	21	-1.0	-4	-1	7	0.7	-7	3	-5
Cc1cccc(OCC(=O)NCc2cc(C)nc3ccccc23)c1	25	0.4	-3	3	5	2.2	2	1	4
O=S(=O)(NCCCN1CCOCC1)c1ccc(Cl)s1	3	1.9	-4	9	4	1.2	8	-1	6
Cc1ccccc1OCCCC(=O)NCc1ccco1	28	-3.7	8	-6	2	-0.3	3	1	11
C=CCn1c(SCC(=O)OCC)nc(C(F)(F)F)cc1=O	16	0.2	15	0	2	4.6	8	-3	5
CC1=C(C(=O)N2CCCC(C(=O)c3cccc4ccccc34)C2)OCCO1 (stereo unspecified)	20	-0.7	7	-3	4	-0.6	20	-1	13
Cc1ccc(-c2csc(NC(=O)COc3ccc(N(C)S(=O)(=O)c4ccc(C)cc4)cc3)n2)cc1	60	1.6	-2	19	13	3.8	15	1	-2
COc1cc(NC(=O)c2cc3nc(-c4ccccc4)cc(-c4ccccc4)n3n2)cc(OC)c1OC	-23	-10.0	8	-20	11	0.4	14	1	12
O=S(=O)(N=S(N1CCCCC1)N1CCCCC1)c1ccccc1	-23	-1.6	-4	6	6	-0.4	2	-5	-5
C=CCn1c(SCC(=O)N(C)C)nc2cc(C(=O)O)ccc2c1=O	-4	0.2	0	-5	4	0.6	11	2	5
O=C(/C=C\c1ccco1)Nc1nc(-c2ccccc2)cs1	9	1.8	19	4	16	0.3	-14	1	21
N/C(=N\OC(=O)c1cccc([N+](=O)[O-])c1)c1cccnc1	-32	0.3	23	2	13	-0.1	24	0	16
CCN(CC(=O)Nc1cccc(S(N)(=O)=O)c1)Cc1nc2ccccc2c(=O)[nH]1	-7	2.3	-1	-8	5	-0.4	10	-3	5
Cn1c(=O)c(Sc2ccc(Cl)cc2)c(O)c2ccccc21	-14	1.9	8	-4	18	1.5	-16	-3	15

10 entries already listed, sorted by length of the SMILES, highest first:
SMILES	CHOP inh	TNF death inh	FXIa inh	TbHK1 inh	EP2 antag	zVAD death inh	PPC-1+TRAIL kill	Wee1 stabilizer	FXIIa inh 1536
Cc1ccc(-c2csc(NC(=O)COc3ccc(N(C)S(=O)(=O)c4ccc(C)cc4)cc3)n2)cc1	60	1.6	-2	19	13	3.8	15	1	-2
COc1cc(NC(=O)c2cc3nc(-c4ccccc4)cc(-c4ccccc4)n3n2)cc(OC)c1OC	-23	-10.0	8	-20	11	0.4	14	1	12
CCN(CC(=O)Nc1cccc(S(N)(=O)=O)c1)Cc1nc2ccccc2c(=O)[nH]1	-7	2.3	-1	-8	5	-0.4	10	-3	5
CC1=C(C(=O)N2CCCC(C(=O)c3cccc4ccccc34)C2)OCCO1 (stereo unspecified)	20	-0.7	7	-3	4	-0.6	20	-1	13
N/C(=N\OC(=O)c1cccc([N+](=O)[O-])c1)c1cccnc1	-32	0.3	23	2	13	-0.1	24	0	16
C=CCn1c(SCC(=O)N(C)C)nc2cc(C(=O)O)ccc2c1=O	-4	0.2	0	-5	4	0.6	11	2	5
O=S(=O)(N=S(N1CCCCC1)N1CCCCC1)c1ccccc1	-23	-1.6	-4	6	6	-0.4	2	-5	-5
Cn1c(=O)c(Sc2ccc(Cl)cc2)c(O)c2ccccc21	-14	1.9	8	-4	18	1.5	-16	-3	15
O=C(/C=C\c1ccco1)Nc1nc(-c2ccccc2)cs1	9	1.8	19	4	16	0.3	-14	1	21
O=S(=O)(NCCCN1CCOCC1)c1ccc(Cl)s1	3	1.9	-4	9	4	1.2	8	-1	6

(more compounds)
SMILES	CHOP inh	TNF death inh	FXIa inh	TbHK1 inh	EP2 antag	zVAD death inh	PPC-1+TRAIL kill	Wee1 stabilizer	FXIIa inh 1536
CCOC(=O)Cn1cncc1-c1ccc([N+](=O)[O-])cc1	-33	0.0	14	-30	7	-0.1	27	0	14
CCOCCCNS(=O)(=O)c1ccc2c(c1)oc(=O)n2CC(=O)OCC	5	-1.2	2	-3	-1	-0.1	7	5	19
O=C(c1cccc(C(F)(F)F)c1)N1CCN(c2cc(=O)[nH]nc2-c2ccccc2)CC1	21	-3.7	7	-13	4	0.3	9	0	-5
O=S(=O)(NCc1csc(-c2cccs2)n1)c1cccc(C(F)(F)F)c1	-2	-0.8	-3	5	10	-0.1	-16	-3	3
CN(C)S(=O)(=O)c1cccc(NC(=S)N/N=C/c2cccc(O)c2)c1	10	0.3	-3	-6	16	1.1	15	-1	8
COc1ccc(CCn2c(=N)c(C(=O)NCc3ccco3)cc3c(=O)n4ccccc4nc32)cc1	-28	-5.3	1	3	x	-0.6	18	0	9
O/N=C/c1cn(-c2ccccc2)nc1-c1cccnc1	-2	-1.4	-7	-1	10	2.8	8	-1	x
CCN(CC)CCCOC(=O)C(c1ccccc1)c1ccccc1	17	2.1	-3	1	12&4	-0.9	39	0	3
C/C(=N\NC(=O)Cn1nc(C)c([N+](=O)[O-])c1C)c1ccc(O)cc1	23	0.8	0	-8	1	-0.1	12	-3	1
CC(C)C1=NOC(C(=O)N2CCC(N3CCC(C(=O)N4CCOCC4)CC3)CC2)C1 (stereo unspecified)	-11	1.7	-4	-2	14	-0.5	26	-2	1
O=C1CSC(c2cccnc2)N1Cc1cccnc1 (stereo unspecified)	3	-1.1	-6	-7	11	1.6	18	0	8
COc1ccc(NC(=O)CC2C(=O)N(C)C(=S)N2CCc2ccc(F)cc2)cc1 (stereo unspecified)	-7	1.8	0	1	14	0.3	-3	-3	3
O=C(O)CSc1cccc2cccnc12	-17&-6	1.9&-0.6	24&1	-5&-9	13&16	0.3&-0.1	22&4	2&-3	28&1
S=c1[nH]nc(CCCc2n[nH]c(=S)o2)o1	3	2.0	0	-8	8	1.5	-1	3	-1
COC(=O)c1c(-c2ccc(Br)cc2)noc1N	-21	1.7	1	-3	1	-0.1	28	6	1
CC(C)CC(C(=O)N1CCOCC1)N1Cc2ccccc2C1=O (stereo unspecified)	11	-0.8	-1	-7	7	1.3	-2	1	11
COc1ccc(-n2cc(CN(C)C3CCOCC3)c(-c3cccc(F)c3)n2)cc1	50	0.4	3	4	7	0.1	20	5	8
O=C(O)c1ccc2c(=O)n(-c3ccccc3F)c(=S)[nH]c2c1	-10	-0.2	-8	0	9	0.3	x	-1	2
C[C@@H]1C=C(C(=O)NCc2nc3ccccc3[nH]2)O[C@H](OCc2ccc(CO)cc2)C1	0	4.4	0	-8	-1	0.4	-2	x	15
